Source: PubChem (The Scripps Research Institute Molecular Screening Center)
TAAR1 antag = human TAAR1 antagonists, primary screen, Fluo-8 calcium fluorescence, CHO RD-HGA16 cells; 360,000 compounds, 1.5% hits; antagonist; AID 624466, 2012; inhibition, % at 3 µM; Trace amine-associated receptor 1 (Homo sapiens), Q96RJ0;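 active = inhibition above a per-plate cutoff, the mean inhibition of test compounds on that plate plus 3 SD, cut at about 49% in these data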;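 note: 0% = DMSO plus EC80 beta-PEA response and 100% = DMSO alone without agonist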
Target sequence (Q96RJ0 whole entry, looked up): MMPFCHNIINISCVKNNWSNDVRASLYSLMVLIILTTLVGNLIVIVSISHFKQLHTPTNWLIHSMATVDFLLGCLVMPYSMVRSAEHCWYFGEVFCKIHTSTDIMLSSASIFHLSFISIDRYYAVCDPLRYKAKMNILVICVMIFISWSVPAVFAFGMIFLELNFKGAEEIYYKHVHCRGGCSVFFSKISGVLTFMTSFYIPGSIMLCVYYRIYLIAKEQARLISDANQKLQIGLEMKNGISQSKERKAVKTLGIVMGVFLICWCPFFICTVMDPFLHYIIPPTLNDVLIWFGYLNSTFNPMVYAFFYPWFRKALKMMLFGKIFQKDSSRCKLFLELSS
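Test system – hTAAR1-expressing CHO RD-HGA16 cells, Gα16-coupled · Also added – β-PEA at EC80 concentration, post-compound challenge · Compound – 3 µM, single point · Incubation – dye loading 75 min at 37 °C, then 30 min room temperature · Measured by – Fluo-8 intracellular calcium dye fluorescence, real-time kinetic reads · Benchmarks – vehicle and agonist controls · Replicates – singlicate, one well per test compound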
* marks the source's active call; other numbers are inactive results. This is a subset, so the mix of outcomes need not match the whole.

SMILES	TAAR1 antag
COC(=O)Cc1nnn2c1[C@@H](C)[C@@H](c1ccccc1Br)OC[C@H](C)C2	-16.6
Cc1ccccc1C(=O)N[C@@H](Cc1cccnc1)C(=O)N1CCC[C@H]1C(=O)NCCc1ccccc1Cl	48.0
COc1ccc(C(=O)NCCNc2nc3cc(C)cc(C)c3cc2C#N)c(OC)c1	-4.9
COC(=O)c1cc2c(c3c4cc(C)ccc4n(S(=O)(=O)c4ccc(C)cc4)c13)C(=O)N(Cc1ccc(C(F)(F)F)cc1)C2	-16.4
Cc1cccc(C)c1NC(=O)C1(C)CN(S(C)(=O)=O)CC(=O)N1C1CC1 (stereo unspecified)	-7.8
CC(C)N(Cc1ccccc1)S(=O)(=O)c1n[nH]c(C(C)(C)C)n1	-20.4
CC(C)NC(=O)C1(C)CN(S(C)(=O)=O)CC(=O)N1C1CC1 (stereo unspecified)	-11.7
Cc1[nH]c2ccccc2c1C(=O)c1cc([C@H](NC(=O)OC(C)(C)C)C(C)C)sc1N	-5.4
COc1ccc(C(C(=O)c2ccccc2)c2ccccc2)cc1 (stereo unspecified)	35.9
COc1ccc(CN2C(=O)CSCC2(C)C(=O)Nc2c(C)cccc2C)cc1 (stereo unspecified)	-19.3

The list continues.
SMILES	TAAR1 antag
O=C(/C=C(\Nc1ccc(Cl)c(Cl)c1)c1ccccc1)c1ccccc1	12.1
Cc1cc(N2CCNC[C@@H]2C)ccc1N1CCS(=O)(=O)CC1	-7.0
COC(=O)[C@@]12C[C@@H](CC(=O)NCCC(C)C)C(=O)N(Cc3ccco3)C1=CCC(C)(C)C2	-13.9
O=C(N[C@H](C(=O)N1CCC[C@H]1C(=O)NCCc1ccccc1Cl)c1ccccc1)c1ccc(Cl)cc1Cl	35.6
COC(=O)[C@]12C[C@H](CC(=O)NCc3cccs3)C(=O)N(Cc3ccc4c(c3)OCO4)C1=C[C@H](COCc1ccccc1)O[C@@H]2C	-5.7
COc1cccc(Cn2c(C(C)n3c(-c4cnccn4)nc4ccccc43)nc3ccccc32)c1 (stereo unspecified)	-22.4
CCN(CC)CCN1C(=O)C(=O)/C(=C(/O)c2ccc(OCC(C)C)cc2)C1c1ccncc1 (stereo unspecified)	3.8
COc1ccccc1-c1ccc([C@@H]2C[C@H]3[C@H](CON3C)CN2S(=O)(=O)c2cc(Cl)cc(Cl)c2)cc1	-24.5
Cc1cc2c(cc1C)-n1nnnc1C(N1CCCC1)C(=O)N2 (stereo unspecified)	7.1
C[C@@H]1CN([C@H](C)CO)C(=O)c2ccccc2-c2ccccc2CO[C@@H]1CN(C)C(=O)Nc1ccccc1	1.9

Going on with the list.
SMILES	TAAR1 antag
C=CCCC1CN(Cc2ccc(OC)cc2)S(=O)(=O)c2c(cccc2N2CCCC2)O1 (stereo unspecified)	-71.5
C[C@@H]1ON(C)[C@H]2C[C@H]3c4[nH]c5c(-c6ccc7c(c6)OCO7)cccc5c4CCN3C(=O)[C@@H]12	61.9*
Cc1cccc(C=NNc2cc(C)c3cccc(C)c3n2)n1	0.2
CCc1c(-c2cccc(OC)c2)ncn1Cc1cccc(-c2ccccc2)c1	36.5
CCOC1=C2CN(S(=O)(=O)c3ccc(C)cc3)C(c3ccc(CC)cc3)CC2n2c(=O)n(-c3ccccc3)c(=O)n2C1 (stereo unspecified)	-20.8
CC(C)[C@H](NC(=O)[C@@H](N)Cc1ccccc1)C(=O)N1CCC2CCN(Cc3ccccc3)CC21 (stereo partly specified)	2.6
COC(=O)c1cc2c(c3c4cc(F)ccc4n(S(=O)(=O)c4ccc(C)cc4)c13)C(=O)N(c1ccc(OC)cc1)C2	-22.4
Nc1nc2c(ncn2[C@@H]2O[C@H](C(=O)N[C@H](Cc3ccccc3)C(=O)NCc3ccccc3)[C@@H](O)[C@H]2O)c(=O)[nH]1	-2.8
COc1ccc(C(C(=O)NC(C)(C)C)n2c(=O)c(-c3cc4ccccc4[nH]3)nc3ccccc32)cc1 (stereo unspecified)	-5.4
O=C(CCc1c[nH]c2ccccc12)Nc1ccc(Nc2cccnc2)c(Br)c1	70.8*

Continuation.
SMILES	TAAR1 antag
CC(=O)N1c2ccccc2N=C(c2ccc(C(F)(F)F)cc2)C1C(=O)NC(C)C (stereo unspecified)	-28.4
COC(=O)C1(C(=O)OC)c2ccccc2N(S(=O)(=O)c2ccc(C)cc2)C1CC(=O)c1ccccc1 (stereo unspecified)	-22.1
Cc1cccc(C)c1N1C(=O)c2ccccc2NC(=O)C1C(=O)Nc1ccc(N2CCOCC2)cc1 (stereo unspecified)	-11.0
COc1ccccc1CNc1ccc2c(c1)OC[C@H](CC(C)C)NS2(=O)=O	32.6
COc1ccccc1C(CC(=O)c1ccccc1)C(=O)c1ccccc1 (stereo unspecified)	72.5*
O=C(NS(=O)(=O)c1ccccc1[N+](=O)[O-])[C@H]1O[C@@H](n2ccc(=O)[nH]c2=O)[C@H](O)[C@@H]1O	-23.7
COc1cc(C(=O)C(=O)N2CCN(c3ccccc3)CC2)cc2ccccc12	-17.3
C=CCNC(=O)c1ccsc1N	-3.7
COC(=O)C1=C(C)N(C)C(=NCC2CC2)NC1c1cccc(C(F)(F)F)c1 (stereo unspecified)	6.3
CCCCCNC(=O)C1C(=O)Nc2ccccc2C(=O)N1C(C)(C)C (stereo unspecified)	-21.8

The listing continues:
SMILES	TAAR1 antag
CCOC(=O)CC1(C)N(S(=O)(=O)c2ccc(C)cc2)c2ccccc2N1S(=O)(=O)c1ccc(C)cc1	-13.0
O=S1(=O)CCSC[C@@H](CNCc2ccco2)N1	-0.5
CN(C)CC(=O)N[C@@H]1C=C[C@@H](CC(=O)NCCN2CCCCC2)O[C@@H]1CO	7.8
COc1cccc(C(=O)N[C@@H](Cc2cccnc2)C(=O)N2CCC[C@H]2C(=O)NCc2ccccc2)c1	-6.1
COC(=O)C1=C(C)N(C)C(=NCc2ccccc2C(F)(F)F)NC1c1ccc(C(F)(F)F)cc1 (stereo unspecified)	24.4
COC(=O)C1(C(=O)OC)C[C@H](c2ccccc2)N(Cc2ccccc2OC)[C@@H]1c1ccccc1	-23.2
CCCCCCc1ccc(-c2ccc(C#N)cc2)cc1	-17.7
CCCCCCCCN1C(=O)[C@H](CC(=O)NCc2cccc3ccccc23)C[C@@]2(C(=O)OC)CC(C)(C)CC=C12	-31.0
O=C(Cc1c[nH]c2ccccc12)Nc1ccc(Nc2cccnc2)cc1	16.0
CCCCOCCCNC(=O)C[C@H]1C[C@@]2(C(=O)OC)C(=C[C@H](COCc3ccccc3)O[C@@H]2C)N(CCC2=CCCCC2)C1=O	-24.1

Other records follow:
SMILES	TAAR1 antag
CCCCN1CC(COCc2ccccc2)Oc2cccc(Oc3ccc(SC)c(C)c3)c2S1(=O)=O (stereo unspecified)	15.5
COc1ccc(C2=Nc3ccccc3N(C(=O)c3cc(Cl)cc(Cl)c3)C2C(=O)NCc2ccccc2)cc1 (stereo unspecified)	3.7
NC(=O)c1ncn([C@@H]2O[C@H](C(=O)N[C@H](Cc3ccccc3)C(=O)N3CCN(CC(=O)Nc4ccccn4)CC3)[C@@H](O)[C@H]2O)n1	-2.1
O=C(NCc1ccccc1)C(CCc1ccccc1)n1c(=O)c(-c2cc3ccccc3[nH]2)nc2ccccc21 (stereo unspecified)	-22.2
COCc1cc(N2CCNC[C@@H]2C)ccc1N1CCN(Cc2ccccc2)[C@@H](C)C1	2.8
CCOc1ccc(NC(=O)CN2C(=O)c3cccc4cccc2c34)cc1	-19.6
CCOC(=O)N1CCN(C(C(=O)NC2CCCC2)C(C)C)CC1 (stereo unspecified)	10.4
COC(=O)[C@]1(Cc2ccccc2)NC=C(C(=O)c2ccccc2)[C@@H]1c1cccs1	-11.1
COc1ccc(S(=O)(=O)Nc2ccc3c(c2)C(=O)N([C@H](C)CO)C[C@H](C)[C@@H](CN(C)C)OCCCC[C@H](C)O3)cc1	-3.5
Cc1ccc(S(=O)(=O)N2CC3C(=O)C[C@@H](c4ccccc4)N(S(=O)(=O)c4cccc(Cl)c4)C3CC2c2ccccc2)cc1 (stereo partly specified)	-0.3

Laid out differently: 6 of the compounds above
TAAR1 antag | Structure
3.7 | COc1ccc(C2=Nc3ccccc3N(C(=O)c3cc(Cl)cc(Cl)c3)C2C(=O)NCc2ccccc2)cc1 (stereo unspecified)
-0.3 | Cc1ccc(S(=O)(=O)N2CC3C(=O)C[C@@H](c4ccccc4)N(S(=O)(=O)c4cccc(Cl)c4)C3CC2c2ccccc2)cc1 (stereo partly specified)
-3.5 | COc1ccc(S(=O)(=O)Nc2ccc3c(c2)C(=O)N([C@H](C)CO)C[C@H](C)[C@@H](CN(C)C)OCCCC[C@H](C)O3)cc1
-22.2 | O=C(NCc1ccccc1)C(CCc1ccccc1)n1c(=O)c(-c2cc3ccccc3[nH]2)nc2ccccc21 (stereo unspecified)
-11.1 | COC(=O)[C@]1(Cc2ccccc2)NC=C(C(=O)c2ccccc2)[C@@H]1c1cccs1
-2.1 | NC(=O)c1ncn([C@@H]2O[C@H](C(=O)N[C@H](Cc3ccccc3)C(=O)N3CCN(CC(=O)Nc4ccccn4)CC3)[C@@H](O)[C@H]2O)n1

More records follow:
SMILES	TAAR1 antag
O=c1[nH]c(-c2ccccc2)cn1C1CCN(Cc2ccc(-c3nc4ccc(F)cc4nc3-c3ccccc3)cc2)CC1	9.3
C[C@H]1CN(C(=O)OC(C)(C)C)CCN1c1ccc(N2CC[C@H](O)C2)c(C#N)c1	-3.4
COC(=O)C[C@@H]1CC[C@H](NC(=O)c2ccc3c(c2)OCO3)[C@@H](CO)O1	-11.2
CCC(C)CN1C(=O)CN(S(C)(=O)=O)CC1(C)C(=O)NCc1ccccc1 (stereo unspecified)	1.2
C=CCCC1CN(Cc2ccc(OC)cc2)S(=O)(=O)c2c(cccc2N(C)S(=O)(=O)c2ccc(C)cc2)O1 (stereo unspecified)	-2.6
Cn1c(N)c(C(=O)CCc2ccccc2)c(=O)n(C)c1=O	-14.4
COc1ccc(OC)c(CNS(=O)(=O)c2ccccc2Br)c1	-7.8
O=c1c(-c2ccco2)nc2ccccc2n1C(c1ccccc1)c1nc2ccccc2[nH]1 (stereo unspecified)	-7.0
CCOC(=O)C1=CCC(c2ccccc2)N(S(=O)(=O)c2ccc(C)cc2)[C@H]1CC (stereo partly specified)	17.5
CC(C)c1[nH]nc2c1C(c1cccc(C(F)(F)F)c1)N(c1ccccc1)C2=O (stereo unspecified)	-63.3

Additional results:
SMILES	TAAR1 antag
CCOC(=O)/C=C/c1cc(F)ccc1O	-16.3
Nc1[nH]c(C(=O)c2ccccc2)c(-c2ccc(Cl)cc2)c1C(=O)c1c[nH]c2cc(F)ccc12	-13.9
CCCCNC(=O)c1nc(-c2cccnc2OC)oc1-c1ccc(Cl)cc1	-17.7
COc1ccc2c(c1)[C@@]1(OCCC=C[C@H]1C)C(=O)N2C/C=C(\C)CCC=C(C)C	13.8
O=[N+]([O-])c1ccc(Cl)c(CN2CCN(c3ncc(Cc4ccccc4)cn3)CC2)c1	-32.3
COC(=O)C1=C(C)N(Cc2ccc(F)cc2)C(=S)NC1c1ccc(Cl)cc1 (stereo unspecified)	17.1
COC(=O)C1(C(=O)OC)C[C@H](c2cccs2)N(Cc2ccccc2OC)[C@@H]1c1ccc(F)cc1	0.4
O=C1c2[nH]nc(-c3ccccc3)c2C(c2cccc(C(F)(F)F)c2)N1c1ccccc1 (stereo unspecified)	-60.5
CCC(C(=O)NCc1ccccc1)n1c(-c2ccc3c(c2)CCO3)nc2ccccc21 (stereo unspecified)	-11.8
CCCCCNC(=O)c1nc(-c2c(F)cccc2F)oc1-c1ccccc1	-41.9

Carrying on.
SMILES	TAAR1 antag
CCCCCNC(=O)C(c1ccc(OC)cc1)n1c(=O)c(-c2cc3ccccc3[nH]2)nc2ccccc21 (stereo unspecified)	-10.9
Nc1ccn([C@@H]2O[C@H](C(=O)N[C@H](Cc3ccccc3)C(=O)N3CCN(C(=O)N4CCOCC4)CC3)[C@@H](O)[C@H]2O)c(=O)n1	-2.0
O=C(Nc1ccc2ccccc2c1)C(c1ccccc1F)n1c(=O)c(-c2cc3ccccc3[nH]2)nc2ccccc21 (stereo unspecified)	-6.4
CC(C)c1cc(Cn2c3ccccc3c(=O)n2C(C)Cn2cc(CCCC#N)nn2)on1 (stereo unspecified)	6.1
COc1cccc(C(=O)Nc2ccc(Oc3nnc(-c4ccccc4)c4ccccc34)cc2)c1	-3.6
COC(=O)[C@]12C[C@H](CC(=O)N3CCN(C(=O)c4ccco4)CC3)C(=O)N(Cc3ccc4c(c3)OCO4)C1=C[C@H](COCc1ccccc1)O[C@@H]2C	11.5
CCCCc1c(-c2ccccc2OC)ncn1Cc1cc(F)cc(F)c1	3.7
O=C(O)C1=CCC(c2ccc(Cl)c(Cl)c2)N(S(=O)(=O)c2ccc(F)cc2)C1c1cccc(F)c1 (stereo unspecified)	4.3
Cc1cc(Oc2cccnc2)ccc1NC(=O)Cc1c[nH]c2ccccc12	7.1
COCc1[nH]nc2c1C(c1ccc(C)cc1)N(c1ccc(OC)cc1)C2=O (stereo unspecified)	-6.0

Next results
SMILES	TAAR1 antag
COC(=O)c1cc2c(c3c4cc(F)ccc4n(S(=O)(=O)c4ccccc4)c13)C(=O)N(Cc1ccccc1)C2	-15.0
CCCN1C(=O)c2[nH]nc(-c3ccccc3)c2C1c1ccc(C)cc1 (stereo unspecified)	-26.3
O=C(C[C@H]1CC[C@H](NC(=O)Nc2ccccc2F)[C@@H](CO)O1)NCc1ccc(-c2ccccc2)cc1	4.3
COc1cccc(CNC(=O)[C@H]2CCCN2C(=O)[C@H]2CCCN2C(=O)c2ccc(F)cc2)c1	-14.1
COc1cccc(OCCCN2CCC(C(O)(c3ccccc3)c3ccccc3)CC2)c1	36.6
Cc1cccc(C)c1NC(=O)C(CCc1ccccc1)N1CCN(C)CC1 (stereo unspecified)	-3.5
CN(C(=O)CSc1ncnc2c(-c3cccs3)nsc12)C1CCCCC1	6.2
